Screening data (PubChem BioAssay)
H9c2 protect: cardioprotection against H2O2-induced cell death, primary screen, uHTS, H9c2 cells, ATPLite luminescence; H9c2 cardiomyocytes, H2O2 injury protection, 2 h; protection from H2O2 cell death, % at 20 µM; actives 0.63% (n = 360,000); AID 588492, 2011;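 active means compounds giving at least 50% protection of heart cells from peroxide-induced death in the single-dose screen, raw or plate-pattern-corrected value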;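 further: 0% = DMSO wells with peroxide and 100% = DMSO wells without peroxide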
PDI turbidity: inhibitors of human PDI, primary screen, biochemical, turbidity, single point, plate reader. actives 0.052% (n = 350,000). Protein disulfide-isomerase (Homo sapiens), P07237. inhibition, % at 10 µM. AID 588391, 2011. PDI insulin aggregation turbidity, A650, 90 min;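 active means mean inhibition across replicates of 30% or more, whatever share of single replicates reach that level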;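 further: absorbance from insulin aggregation driven by PDI reduction with DTT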
CaV13 ICDI inh: Primary screen for inhibitors of IQ motif and Ca2+-dependent inactivation inhibitor domain binding in CACNA1D, Förster resonance energy transfer in living cells, …; inhibition, % at 12.3 µM; actives 0.098% (n = 340,000); HEK cells, CFP/YFP FRET ICDI-IQ, plate reader, 10 min; percent FRET-ratio fall versus neutral wells;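 active means mean replicate inhibition of at least 30% and at least 1% of replicates passing that level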;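 further: 0% = median of the neutral control wells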
N-glyco inh: increase of ERlucT glycosylation luciferase signal, primary screen, N-linked glycosylation inhibitor project, D54 ERlucT cells, luminescence, set 2. D54 ERlucT glycosylation luciferase reporter, 24 h; percent of 100 nM tunicamycin response. reporter increase, % at 12.5 µM. AID 588692, 2011. actives 0.23% (n = 360,000);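 active means mean luciferase reporter signal, scaled so untreated is 0 and the glycosylation-blocking control 100, at or above a set limit in every replicate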;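 further: luciferase carries N-glycosylation sites so blocking glycosylation raises the light; 0% = median of neutral control wells and 100% = median of 100 nM tunicamycin wells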
MC4R ag barr: MC4R agonists recruiting beta-arrestin, primary screen, cell-based, luminescence, agonist arm of biased-ligand search; activation, % at 8.9 µM; U2OS MC4R beta-arrestin complementation; percent of melanotan II response, DMSO zero; Melanocortin receptor 4 (Homo sapiens), P32245; actives 0.98% (n = 360,000);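 active means activation above a per-plate cutoff, the mean activation of sample wells on that plate plus 3 SD, cut at about 8% in these data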
ABCB6 inh 2: ABCB6 transporter inhibitors, primary screen, K562-ABCB6 cells, flow cytometry, MLPCN library; ATP-binding cassette sub-family B member 6 (Homo sapiens), Q9NP58; K562-ABCB6 porphyrin accumulation, 1 h; hits give low values; fluorescence ratio to DMSO, % at 10 µM; actives 0.19% (n = 360,000);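 active means fluorescence ratio to DMSO below 75%, the collection mean minus 3 SD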;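 further: signal is porphyrin accumulated inside mitochondria; 100% equals median channel fluorescence of DMSO control wells; lower ratio means ABCB6 inhibition with less porphyrin fluorescence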
Target sequence (Q9NP58 whole entry, looked up): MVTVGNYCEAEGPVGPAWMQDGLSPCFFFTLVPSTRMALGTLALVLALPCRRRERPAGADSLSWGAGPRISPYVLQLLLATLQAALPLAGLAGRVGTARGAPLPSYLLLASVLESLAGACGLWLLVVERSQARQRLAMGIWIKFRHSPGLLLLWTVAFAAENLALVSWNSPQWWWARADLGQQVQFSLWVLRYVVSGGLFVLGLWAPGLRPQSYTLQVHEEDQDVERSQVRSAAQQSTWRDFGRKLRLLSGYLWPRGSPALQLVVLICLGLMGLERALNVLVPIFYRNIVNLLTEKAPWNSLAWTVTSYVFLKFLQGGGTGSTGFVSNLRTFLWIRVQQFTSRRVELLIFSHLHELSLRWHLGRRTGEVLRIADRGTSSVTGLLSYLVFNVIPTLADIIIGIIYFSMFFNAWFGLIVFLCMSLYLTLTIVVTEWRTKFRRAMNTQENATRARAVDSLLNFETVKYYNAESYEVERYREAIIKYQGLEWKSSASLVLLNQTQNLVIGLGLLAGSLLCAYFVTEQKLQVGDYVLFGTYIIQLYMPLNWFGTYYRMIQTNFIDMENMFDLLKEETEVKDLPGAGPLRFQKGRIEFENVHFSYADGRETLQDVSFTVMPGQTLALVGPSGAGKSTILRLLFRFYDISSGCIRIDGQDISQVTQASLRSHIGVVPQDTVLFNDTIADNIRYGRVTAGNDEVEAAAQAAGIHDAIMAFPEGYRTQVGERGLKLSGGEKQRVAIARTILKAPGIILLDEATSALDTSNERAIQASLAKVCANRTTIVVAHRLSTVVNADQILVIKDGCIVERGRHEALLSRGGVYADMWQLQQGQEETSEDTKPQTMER
HTR2A ag: mouse Htr2a agonists via beta-arrestin recruitment, primary screen, cell-based, luminescence; 5-hydroxytryptamine receptor 2A (Mus musculus), P35363; CHO-K1 mHTR2A beta-arrestin complementation; percent of 30 µM serotonin response; activation, % at 7.6 µM; actives 0.66% (n = 360,000); AID 624169, 2012;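 active means activation above a run cutoff, the mean activation of all tested compounds plus 3 SD, cut at about 14% in these data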;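 further: 0% = plate median of compound wells and 100% = 30 µM serotonin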
Vif inh: HIV Vif self-association inhibitors, primary screen, imaging, HEK293T, single point; HEK293T cells, Vif self-association by quenched fluorescence, 24 h; inhibition, % at 7.49 µM; actives 0.35% (n = 340,000); AID 602346, 2012; in the data active means inhibition above about 50%, passing the limit was not always enough; further: some results filed as inactive read as strong as hits
MC4R antag cAMP: MC4R antagonists of cAMP signaling, primary screen, cell-based, TR-FRET, antagonist arm of biased-ligand search | MC4R-expressing cells, MTII-stimulated cAMP, LANCE TR-FRET | actives 0.48% (n = 360,000) | AID 540295, 2011 | Melanocortin receptor 4 (Homo sapiens), P32245 | inhibition, % at 6.5 µM;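 active means inhibition above its plate's cutoff, the mean of tested wells on that plate plus 3 SD, cut at about 29% in these data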;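 further: 0% = Melanotan II alone and 100% = Melanotan II plus saturating MCL0020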
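Assay system: U2OS-MC4R stable cell line; Also added: Melanotan II; Technique: Eu-cAMP/anti-cAMP TR-FRET, emission 671 nm; Times: 30-min compound, 1-h challenge, 1-h detection, room temperature.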
aDG glyco up: activators of alpha-DG glycosylation, primary screen, uHTS, Pro5-aDG cells, AlphaScreen; AID 624168, 2012; activation, % at 10 µM; alpha-DG glycosylation AlphaScreen (IIH6); 0% Pro5, 100% B10-LARGE cell signal; actives 0.22% (n = 360,000);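 active means activation of at least 8% versus controls, or a plate z-score of at least 8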;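 further: Pro5 are CHO cells carrying HIG-tagged alpha-DG that lacks glycosylation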
Starred values were filed as active, the others as inactive; x = no result given.

SMILES	H9c2 protect	PDI turbidity	CaV13 ICDI inh	N-glyco inh	MC4R ag barr	ABCB6 inh 2	HTR2A ag	Vif inh	MC4R antag cAMP	aDG glyco up
COc1ccccc1-n1nnnc1SCC(=O)Nc1cc(C)on1	2	-4	-2	0	0.2	100	4	1	-3	0.3
Nc1ncnc2c1ncn2[C@@H]1O[C@H](C(=O)N2CCC(F)(F)CC2)[C@@H](O)[C@H]1O	3	x	-3	-1	x	93	1	x	x	-0.3
COc1cccc(NC(=S)NN2C(C)CCCC2C)c1 (stereo not drawn)	3	5	-5	1	0.8	98	4	1	9	0.1
O=C(Nc1ncnc2c1ncn2C1OC(COC(=O)c2ccccc2)C(F)C1O)c1ccccc1 (stereo not drawn)	18	1	x	0	-0.3	94	10	7	5	0.0
Cc1cccc(C)c1NC(=O)C1(NC(=O)Cn2cccc([N+](=O)[O-])c2=O)CCCCC1	6	19	-3	1	-0.2	93	3	1	-2	0.1
CC(Cc1ccccc1)NC(=O)CN1C(=O)c2ccccc2S1(=O)=O (stereo not drawn)	6	1	-13	-7	-1.5	94	-2	x	21	-0.3
Cc1ccc(/C=N/NC(=O)c2csc(C)c2)o1	-1	-8	-4	-1	-1.7	100	1	4	-4	-0.3
NC(=O)c1cc2nc(-c3ccco3)cc(C(F)(F)F)n2n1	5	8	x	2	-1.3	99	4	0	-4	-0.1
O=C(CCCc1nc2ccccc2s1)N1CCN(S(=O)(=O)c2cccs2)CC1	2	-5	x	-2	1.3	93	-2	-12	10	0.1
NC(=O)C(=O)N/N=C/c1c(F)c(F)c(F)c(F)c1F	0	-4	-5	-2	0.7	96	2	-8	4	1.1
Cc1ccc(C(=O)NNC(=O)c2cc(C)nc3ccccc23)cc1	-14	0	-2	8	0.4	99	-3	3	4	0.6
Cc1ccc(-c2c(C#N)c(N)nc3c2CCCC3)o1	7	5	-3	0	-1.4	99	2	-2	3	0.4
CCOC(=O)c1c(C)[nH]c(C(=O)COC(=O)C2CC(=O)N(Cc3ccccc3)C2)c1C (stereo not drawn)	-2	-9	-4	1	-3.3	93	2	13	3	0.0
CCO[C@H]1OC(C(=O)Nc2ccccc2)=C[C@@H](c2ccc(Br)cc2)[C@@H]1CCCO	1	-1	-12	4	1.6	95	-1	-3	2	1.1
CCN1CCN(S(=O)(=O)c2ccc(OC)cc2)CC1	5	-1	-1	0	-0.1	97	-2	-4	7	0.0
COc1cccc(/C=C/C(=C2/C(=O)N(c3ccccc3)N=C2C)c2ccc(C)cc2)c1OC	-6	0	-3	6	-2.3	88	0	-1	-1	-1.1
CCOCCc1nn2c(=O)cc(CSCC(=O)Nc3ccccc3)nc2s1	-1	4	-7	0	-1.1	102	10	9	3	3.5
CN1CCN(C(=S)Nc2ccc(Cl)cc2Cl)CC1	4	-13	x	1	-1.1	92	-7	-1	-8	0.2
N/C(COc1ccccc1)=N\NC(=O)c1cccnc1Oc1ccccc1	3	4	-4	1	-0.6	88	1	4	15	0.1
Cc1nn(-c2ccccc2)c2nc(-c3ccco3)cc(C(=O)O)c12	-5	-9	x	1	2.2	102	7	-5	9	0.2
Cc1ccc(C)c(NS(=O)(=O)c2ccc(NC(=O)c3ccco3)cc2)c1	-11	2	-4	-3	-2.7	112	-7	-5	12	0.0
COc1ccc(OC)c2sc(N(CCN(C)C)C(=O)c3ccc4ccccc4c3)nc12	15	12	-3	-2	-1.8	97	-4	5	-4	-0.3
CN(Cc1ccccc1)S(=O)(=O)c1ccc(Cl)c(C(=O)NCc2ccncc2)c1	-10	3	-6	-2	1.8	96	-1	x	13	-0.1
COc1cc(C(=O)Oc2cc(N)n(S(=O)(=O)c3ccccc3)n2)cc(OC)c1OC	-2	7	-7	5	-2.7	96	8	-3	1	-0.1
CCCCOc1ccc(-c2cc(C(F)(F)F)c(C#N)c(SCC(=O)O)n2)cc1	-3	-4	-5	1	0.3	123	-1	0	18	0.0
CCOC(=O)C1(C)CCCN1C(=O)c1ccc(C(=O)OC)cc1 (stereo not drawn)	3	-61	-9	4	0.3	102	8	10	7	0.3
O=C1NN(c2cccc(Br)c2)C(=O)/C1=C\c1ccccc1	5	1	-5	3	1.2	99	1	2	20	0.1
O=C(NC(C(=O)O)c1ccccc1)c1ccccc1 (stereo not drawn)	5	-3	-11	0	-1.0	98	-3	7	1	-0.1
Cc1ccc(S(=O)(=O)NC(=O)c2cc(C)n(CCCN3CCOCC3)c2C)cc1	-12	2	x	0	-2.1	99	0	-6	14	0.4
COc1ccc(CSc2ncn[nH]2)cc1[N+](=O)[O-]	1	6	-4	3	-1.2	95	5	8	6	-0.2
CCc1ccccc1OCC(=O)NNCC(=O)Nc1cccc(C#N)c1	-2	7	-2	4	-1.7	97	-3	x	9	0.2
CC(C)CNC(=O)CSc1ccc(S(=O)(=O)N2CCN(C)CC2)cn1	-6	-7	-6	2	-0.4	108	-1	-3	3	0.1
CSc1ccccc1NC(=O)c1c(C)noc1C	-2	3	-9	2	0.1	98	2	-1	2	0.0
Cc1nc(-c2ccc(Cl)cc2)sc1C1(C)CC(c2c(Cl)cccc2Cl)=NO1 (stereo not drawn)	-12	4	-12	4	-3.7	100	10	5	-4	-0.3
CC(C)OC(=O)C[N+](C)(C)CCN1C(=O)C2C(c3ccccc3)C=CC(c3ccccc3)C2C1=O (stereo not drawn)	10	4	-5	-1	1.0	99	-4	5	8	-0.2
CC(C)CCN1C(=O)c2ccc(C(=O)Nc3cc(C(=O)O)cc(C(=O)O)c3)cc2C1=O	-7	7	-20	1	-1.7	97	1	-7	2	0.0
O=C(CCn1c(=S)[nH]c2ccccc2c1=O)NCC1CCCO1 (stereo not drawn)	-1	8	-5	3	1.7	99	3	-3	13	-0.1
COc1ccc(OCCCC(=O)NCC(C)C)cc1	5	0	0	2	-1.8	96	-3	x	0	-0.3
COc1ccc(-c2noc(CNS(=O)(=O)c3ccc(NC(C)=O)cc3)n2)cc1	0	2	-3	2	-0.1	110	9	13	-7	-0.1
COc1ccc2[nH]c3c(c2c1)[C@@H]1CCN2C(=O)CCC[C@H](C3)[C@H]12	-6	1	-10	5	-1.0	106	5	6	2	0.0
CC(C)OP(=O)(OC(C)C)C(Nc1ccccc1)c1cccnc1 (stereo not drawn)	1	15	-2	1	0.3	94	2	-4	7	-0.1
Cc1ccc(Nc2nc(N)c3ccccc3n2)cc1C	-24	0	-1	-12	1.0	101	-4	-3	1	0.3
Cc1cccc(C)c1NC(=O)C1c2cccc[n+]2CC(=O)N1Cc1ccc2c(c1)OCO2 (stereo not drawn)	-9	4	-5	-2	0.3	107	0	-16	1	0.1
COc1cc(/C=N/n2nnnc2N)ccc1O	3	-5	-5	0	0.5	98	2	2	11	-0.1
O=C(O)CCC(=O)Nc1ccc(S(=O)(=O)c2ccc(NC(=O)CCC(=O)O)cc2)cc1	7	9	-2	1	-1.2	100	-10	9	-1	0.2
N#C/C(=C/c1ccc(N2CCCCC2)o1)C(=O)NCCc1c[nH]c2ccccc12	-1	12	-6	6	-0.3	107	-1	x	-1	-0.1
CCn1c(/C=N/n2cnnc2)nc2ccccc21	0	9	-8	-1	-0.6	78	-2	6	-4	0.0
O=CC(=O)c1ccccc1	9	x	x	1	-0.5	101	-3	-5	-4	-0.2
COc1ccc(/C=C2/NC(=O)N(Cc3ccccc3F)C2=O)cc1OC	-3	-5	0	-4	-3.8	96	5	1	-7	-0.2
COc1ccc(-c2csc(Nc3ccc(O)cc3)n2)cc1	-12	4	-2	-3	-1.7	90	-1	36	-2	-0.6
Nc1ncnc2nc(SCCC(=O)O)[nH]c12	6	-6	7	-1	0.3	99	-1	-10	-32	0.2
O=C(Cn1c(C(=O)NCc2ccco2)cc2sccc21)c1ccccc1	2	14	-6	-2	-0.3	98	-8	-3	3	0.0
COC(=O)[C@@]1(Cc2ccc(F)cc2)[C@H]2c3cc(C(=O)N4CCCC4)n(CCN4CCNC4=O)c3C[C@H]2CN1C(=O)c1ccccc1	x	x	-7	x	x	91	1	x	x	0.0
COc1ccc(NC(=O)CN(C)C(=O)CCNC(=O)c2ccccc2OC)cc1	-3	-8	-13	0	-1.2	101	3	0	2	0.1
Cn1cc(-c2nnnn2-c2cccc(C(F)(F)F)c2)c(C(F)(F)F)n1	-3	4	-4	-2	-1.1	106	1	5	7	0.5
CNc1ccc(C(=O)N2CCN(S(=O)(=O)c3ccc4c(c3)OCCCO4)CC2)cc1[N+](=O)[O-]	4	6	-7	9	-2.0	98	3	-4	14	0.0
O=C(CC(=O)N/N=C\c1cccc(Cl)c1Cl)NCc1ccccc1	-23	-3	-5	0	-2.2	94	5	-4	10	0.8
Cc1cccc(-n2nc3c(c2NC(=O)c2ccco2)CS(=O)C3)c1C (stereo not drawn)	2	-4	1	2	-1.4	97	-6	5	-1	-0.1
O=C(CSc1ccc2ccccc2c1)Nc1nc2ccccc2[nH]1	0	-3	-3	-1	-0.8	96	4	16	4	-0.1
Cc1ccc(S(=O)(=O)NCC(c2ccco2)N2CCc3ccccc3C2)cc1 (stereo not drawn)	-6	3	-6	-3	-0.4	100	5	-1	2	-0.3

New compounds follow:
SMILES	H9c2 protect	PDI turbidity	CaV13 ICDI inh	N-glyco inh	MC4R ag barr	ABCB6 inh 2	HTR2A ag	Vif inh	MC4R antag cAMP	aDG glyco up
Cc1ccc(CN(C(=O)c2ccccc2[N+](=O)[O-])C2CCS(=O)(=O)C2)o1 (stereo not drawn)	6	10	-2	-1	0.3	96	5	0	0	-0.1
Cc1ccc(OCC(=O)Nc2ccc3c(c2)ncn3C)cc1	6	-1	-7	2	0.5	99	6	11	4	0.2
Cc1nnc(C)c2c(C)n(-c3ccccc3N)c(C)c12	-6	-3	-4	2	-1.3	103	0	-7	-3	-0.1
CCc1c(C(=O)N2CCOCC2)csc1C	8	5	-8	1	1.7	100	-3	9	18	0.0
